# MEKK2 WT-MEK5 = raises or lowers MEK5 binding to wildtype human MEKK2 PB1 domain. hit rate 1.1% among 290,000. bead flow cytometry, Alexa488-MEK5 binding to MEKK2 WT; actives lie on both sides. Q9Y2U5. binding response (% of control), % at 10 µM. AID 1531; in the data active = binding response below about 67% or above about 130%
# OXTR agonist = agonists of human oxytocin receptor; P30559; CHO-OTR cells, Fluo-8 calcium fluorescence; normalized: DMSO 0%, oxytocin 100%; activation, % at 3 µM; hit rate 0.32% among 320,000; AID 2435;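 active = activation above the mean of all tested compounds plus 3 SD, cutoff set per screening run, cut at about 20% in these data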;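 also: peak over basal fluorescence ratio from a 100 s FLIPR kinetic read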
# NALP1 inh = NALP1 inhibition; AID 2071; inhibition, % at 10 µM; hit rate 0.61% among 280,000; S. cerevisiae NALP1/ASC/caspase-1 growth, X-gal OD620, 72 h; in the data active = inhibition mostly above about 24%, no sharp cut-off; inactive = mostly below about 32%; also: some compounds called inactive have numbers as strong as hits
# MEKK2 mut-MEK5 = signal of MEK5 binding to mutant human MEKK2 PB1 domain. bead flow cytometry, Alexa488-MEK5 binding to MEKK2 mutant. percent response, % at 10 µM. hit rate 0.35% among 290,000. AID 1530; in the data active = percent response above about 24%, passing the limit was not always enough; also: inactives centre near 1; some results filed as inactive read as strong as hits; reference of the scale not given here
# PHOSPHO1 inh = PHOSPHO1 (human) inhibition; Q8TCT1; recombinant PHOSPHO1, absorbance phosphatase assay; inhibition, % at 13.3 µM; hit rate 1.1% among 290,000; AID 1565; in the data active = inhibition above about 60%
# M18AAP inhibitor = PfM18AAP enzyme inhibition; recombinant PfM18AAP, H-Glu-NHMec fluorogenic cleavage; inhibition, % at 7.35 µM; hit rate 1.2% among 290,000;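 active = inhibition above the campaign mean inhibition over all tested compounds plus 3 SD, cut at about 28% in these data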;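 also: 0% = plate median of test compound wells and 100% = 2 mM ZnCl2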
# GPR7 antagonist = antagonists of human GPR7 (neuropeptides B/W receptor 1); P48145; GPR7-expressing cells, fluorescence antagonist assay; inhibition, % at 4.4 µM; hit rate 1.1% among 290,000; in the data active = inhibition above about 16%, passing the limit was not always enough;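 also: cells stimulated with the agonist NPW; 0% = agonist with vehicle and 100% = vehicle without agonist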
# Target sequence (P48145 whole entry, looked up): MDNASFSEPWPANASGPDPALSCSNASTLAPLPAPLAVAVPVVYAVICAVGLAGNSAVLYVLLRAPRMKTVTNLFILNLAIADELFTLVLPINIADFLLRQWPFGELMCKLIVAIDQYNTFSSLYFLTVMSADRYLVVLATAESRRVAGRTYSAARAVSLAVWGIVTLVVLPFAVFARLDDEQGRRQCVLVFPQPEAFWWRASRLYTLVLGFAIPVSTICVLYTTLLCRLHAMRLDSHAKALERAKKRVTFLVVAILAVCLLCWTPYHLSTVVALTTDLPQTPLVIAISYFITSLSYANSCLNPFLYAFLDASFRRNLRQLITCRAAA
# FID counter = fluorescent intercalator displacement, NS3 helicase counter-screen; DNA fluorescent intercalator displacement, fluorescence; inhibition, % at 7.9 µM; hit rate 0.17% among 290,000; AID 1845; in the data active = inhibition above about 37%;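 also: 0% = vehicle and 100% = reference compound; higher means more ethidium bromide displaced from hairpin DNA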
# MEKK3 PB1 HTS = MEKK3-MEK5 PB1 interaction, increase or decrease; Q99759; bead-based flow cytometry, Alexa488-MEK5 binding to MEKK3; actives lie on both sides; 0 = blocked by unlabeled MEK5, 100 = vehicle; binding response (% of control), % at 10 µM; hit rate 1.4% among 290,000; AID 1529;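 active = binding response more than 3 SD above or below the average of its plate-row segment, actives on both sides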;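 also: Alexa488 bead fluorescence after subtracting the streptavidin-only scavenger bead signal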
# Target sequence (Q99759 whole entry, looked up): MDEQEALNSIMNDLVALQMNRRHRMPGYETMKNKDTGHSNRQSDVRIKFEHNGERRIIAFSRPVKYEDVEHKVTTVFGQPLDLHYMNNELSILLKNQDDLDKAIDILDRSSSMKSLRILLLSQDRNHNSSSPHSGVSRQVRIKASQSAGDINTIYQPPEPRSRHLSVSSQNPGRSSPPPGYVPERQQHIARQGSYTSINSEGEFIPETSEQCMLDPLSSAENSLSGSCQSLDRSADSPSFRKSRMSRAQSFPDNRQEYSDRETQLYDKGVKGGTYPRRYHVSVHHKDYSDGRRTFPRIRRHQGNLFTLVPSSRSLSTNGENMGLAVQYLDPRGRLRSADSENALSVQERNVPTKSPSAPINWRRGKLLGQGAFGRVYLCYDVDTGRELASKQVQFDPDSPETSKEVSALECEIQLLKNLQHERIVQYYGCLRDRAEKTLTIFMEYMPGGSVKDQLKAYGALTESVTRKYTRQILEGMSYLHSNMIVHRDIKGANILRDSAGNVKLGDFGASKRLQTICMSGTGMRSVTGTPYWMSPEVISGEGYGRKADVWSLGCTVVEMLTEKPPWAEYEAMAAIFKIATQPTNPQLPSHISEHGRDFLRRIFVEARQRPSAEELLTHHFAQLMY
# * hit, by the source's call; · = no result given.
canonical_smiles,MEKK2 WT-MEK5,OXTR agonist,NALP1 inh,MEKK2 mut-MEK5,PHOSPHO1 inh,M18AAP inhibitor,GPR7 antagonist,FID counter,MEKK3 PB1 HTS
COc1ccc(C(CNC(=O)Cn2c(=O)oc3ccccc32)N(C)C)cc1 (stereo not given),105.0,0.2,7.9,15.0,19.8,0.0,-1.4,0.4,104.0
COCCNC(=O)c1c[nH]c2ccc(S(=O)(=O)Nc3ccc(F)cc3F)cc2c1=O,103.0,-0.8,7.9,-2.0,46.3,-17.1,-4.6,7.2,102.0
Cc1cccc(/C=N/NC(=O)Cn2nnnc2N)n1,97.0,1.0,16.0,-3.0,24.4,-1.2,6.8,-4.1,99.0
CC(=O)Nc1cccc(NC(=O)CCc2ccccc2)c1,106.0,0.3,-4.8,2.0,0.3,-0.9,7.5,-1.7,103.0
CC(=O)Nc1c(N)c2ccccc2oc1=O,96.0,-0.6,8.5,-3.0,39.7,-12.2,3.0,0.3,92.0
COc1ccc(/C=N/NC(=O)c2cccc(C(=O)N/N=C/c3ccc(OC)cc3)n2)cc1,93.0,-0.3,4.5,0.0,·,12.9,-6.0,-21.2,103.0
CC1C2C(C)N(C)C(=O)N(C)C2N(C)C(=O)N1C (stereo not given),96.0,0.8,13.5,-8.0,-33.6,7.7,0.2,0.3,95.0
O=C1NC(c2ccccc2)=C(c2nc3ccccc3s2)C(c2ccccc2)N1 (stereo not given),96.0,2.8,9.7,3.0,-24.6,10.9,-7.1,-26.3,104.0
CCCOC(=O)c1ccc(NC(=O)CSC2=Nc3ccccc3C3CC=NN23)cc1 (stereo not given),97.0,2.3,5.1,-4.0,3.9,-11.0,-1.6,0.8,99.0
COCCn1c(SCC(=O)N2CCOCC2)nnc1-c1ccncc1,102.0,0.7,3.1,-2.0,21.7,-1.4,-8.9,-5.0,102.0
CN1CCN(Cc2nc3ccccc3n2C)CC1CCO (stereo not given),104.0,1.4,-9.4,12.0,54.0,4.5,-18.4,-4.7,101.0
Cc1ccc(Cl)cc1N1CCN(C(=O)Cc2cn(C)c3ccccc23)CC1,117.0,-1.6,-1.5,5.0,8.2,-3.3,9.6,-20.1,130.0*
CCCC(C)C(=O)Nc1cc([N+](=O)[O-])ccc1F (stereo not given),97.0,-1.9,33.0,-3.0,8.7,-8.0,-2.3,-1.2,100.0
CC1=NN(C(=O)c2ccc(Cn3nc(C)c(Br)c3C)cc2)C(O)(C(F)(F)F)C1 (stereo not given),98.0,2.1,15.4,-2.0,30.8,-1.9,3.8,-19.5,100.0
C#CCOCCOCCOCCNc1nc(N2CCN(C(=O)[C@H]([C@@H](C)CC)n3cc([C@@H](N)CC(C)C)nn3)CC2)nc(N2CCN(C(=O)[C@H](Cc3ccc(O)cc3)n3cc([C@@H](N)CC(C)C)nn3)CC2)n1,150.0*,-0.1,14.6,35.0,5.1,0.6,-18.5,34.3,112.0
O=C(c1cccc(S(=O)(=O)Nc2cccc(C(F)(F)F)c2)c1)N1CCOCC1,95.0,0.2,-1.6,-10.0,15.0,-9.1,-13.0,-13.7,94.0
CCNc1ccc(N=Nc2c(C)n(C)n(-c3ccccc3)c2=O)cc1,81.0,-0.6,-2.6,-7.0,39.9,7.9,-10.4,-5.2,80.0
COc1cccc(CSc2ccc(S(=O)(=O)N3CCOCC3)cc2C(=O)NCC2CCCO2)c1OC (stereo not given),96.0,-0.9,-3.3,-1.0,-24.8,17.1,-10.5,-29.7,101.0
Cn1nc(C(F)(F)F)c(/C=N/OC(=O)c2ccccc2)c1Sc1ccc(Cl)cc1,102.0,0.8,4.0,3.0,10.0,-1.9,-10.9,-0.2,105.0
CC1CCc2sc(C(=O)Nc3nnc(SCc4ccc(F)cc4)s3)cc2C1 (stereo not given),98.0,-0.5,·,-3.0,29.1,1.2,-1.8,-3.1,103.0
N#Cc1cc2c(nc1SCc1cccc(Cl)c1)CCCCC2,102.0,-0.9,0.6,1.0,20.3,4.1,-4.5,-6.2,102.0
CCC(C)(C)n1nnnc1C(c1cccs1)N1CCCCC1 (stereo not given),94.0,-2.9,30.0,-3.0,32.2,-2.9,-1.2,-19.3,99.0
O=C(Nc1cc(C(F)(F)F)ccc1Cl)c1cccc(N2C(=O)CCC2=O)c1,105.0,1.0,19.2,4.0,28.7,-11.6,-12.4,-3.2,102.0
Cc1cc(OCC(=O)NC2CCN(Cc3ccccc3)CC2)c2c(C)cc(=O)oc2c1,105.0,1.3,2.7,7.0,18.1,-0.6,-15.2,15.4,98.0
CCOC(=O)CN(C(=O)c1snc(C(N)=O)c1N)C(C(=O)NC1CCCCC1)c1ccc(F)cc1 (stereo not given),99.0,-0.9,-0.5,6.0,35.6,6.2,-11.3,-31.2,104.0
COCCN(C(=O)CSc1nnc(-c2ccccc2C)n1C)c1c(N)n(Cc2ccccc2)c(=O)[nH]c1=O,106.0,-1.1,2.1,-1.0,-78.1,-0.2,-8.2,-32.6,115.0
CC(C)N=C1NN=C(c2ccc(F)cc2)CS1,98.0,0.0,-0.3,6.0,-14.8,15.2,-9.7,-3.1,102.0
O=C(CNC(=O)c1ccco1)OCC(=O)c1ccc(Br)cc1,98.0,0.7,11.6,-3.0,9.6,2.2,11.7,-2.7,99.0
CCOc1ccc2nc(N3CCCC(C(=O)NCCCN4CCCCC4)C3)sc2c1 (stereo not given),109.0,-0.8,8.4,3.0,38.2,-2.2,1.4,21.5,98.0
COc1ccc(/C=N/NC(=O)CCN2CCCCC2c2cccnc2)cc1Cn1cc([N+](=O)[O-])cn1 (stereo not given),99.0,-0.5,23.5,-2.0,37.1,0.8,-11.1,-10.9,96.0
O=C(Nc1ccc(Cl)cc1)/C(=C/c1cccc(O)c1)c1nc2ccccc2s1,101.0,0.3,40.2,0.0,1.9,-2.2,7.0,0.1,101.0
O=C(O)CCN1CCOCC1,100.0,0.8,3.6,-1.0,23.1,-6.6,8.8,3.1,96.0
CC(NC(=O)c1cccnc1)C(=O)O (stereo not given),101.0,-0.3,8.3,-1.0,17.9,-11.1,-13.6,-1.0,86.0
CCCn1c(=O)c(C(=O)Nc2ncccc2O)c(O)c2ccccc21,108.0,·,16.4,8.0,-17.7,6.3,-4.2,-9.1,104.0
COc1ccccc1NC(=O)C1CCCN(S(=O)(=O)c2cnc[nH]2)C1 (stereo not given),105.0,0.4,5.8,5.0,6.4,1.8,-9.1,-0.2,104.0
Cc1ccc(NC(=O)CNCc2ccccc2Cl)cc1S(=O)(=O)N(C)C,107.0,0.5,7.0,4.0,-3.1,-2.4,14.8,-0.7,102.0
Cc1ccc(C2NC(C(=O)O)CS2)cc1 (stereo not given),90.0,1.0,7.3,-11.0,-16.9,7.5,-7.0,2.1,99.0
Cc1ccc(C(=O)COC(=O)CCc2nc3ccccc3[nH]c2=O)cc1C,93.0,-1.6,15.6,-6.0,50.0,5.6,1.8,-2.2,94.0
O=C(CCC(=O)N1CCCCC1)Nc1ccc(Cl)c(Cl)c1,109.0,1.1,19.8,4.0,-2.4,-15.7,-5.5,-15.8,107.0
NC(=O)c1ccccc1OCCOc1ccc(Br)cc1,99.0,6.7,6.0,-3.0,2.2,2.6,10.4,-17.7,103.0
CCOc1ccc2nc(N/C(N)=N/C(=S)Nc3cccc(OC)c3)nc(C)c2c1,95.0,-0.2,-0.6,-3.0,16.0,-0.8,-11.3,-2.5,99.0
Cc1cc(C)nc(N2CCCC(C(=O)NCc3ccccc3F)C2)n1 (stereo not given),88.0,-0.1,6.5,-9.0,41.1,-11.0,-0.5,0.3,92.0
CN(C)CCC=C1c2ccccc2CCc2ccccc21,107.0,2.3,23.0,-1.0,1.1,-9.9,-12.0,9.9,91.0
COc1ccc(NC2SC(=O)N(CC(=O)O)C2=O)cc1 (stereo not given),101.0,0.0,-6.5,1.0,29.7,9.5,-8.1,-0.2,93.0
CS(=O)(=O)c1ccc(-n2c(=O)n(Cc3ccccc3)c(=O)c3[nH]cnc32)cc1,104.0,0.2,-0.5,9.0,·,-0.4,-9.4,-8.1,108.0
CN(C)NC(=S)NC1CC2CCC1C2 (stereo not given),102.0,-1.4,·,0.0,32.2,-9.1,-0.8,-5.6,100.0
CC(C)(C)OC(=O)N1CCC2(CC1)C(C#N)=C(N)OC1=C2C(=O)CCC1,92.0,1.3,-11.5,-9.0,-15.6,3.1,-4.5,-0.2,91.0
NC(=O)C1(N2CCCCC2)CCN(C(=O)c2ccc(-n3cnnn3)cc2)CC1,109.0,0.8,3.8,5.0,0.1,-10.7,0.9,1.5,106.0
COc1ccccc1NC(=O)C1=C(C)NC(=O)NC1c1cccc(OC)c1OC (stereo not given),105.0,-0.6,7.2,10.0,4.7,-0.3,-10.3,-15.1,106.0
Cc1ccc(OCC(=O)NCCCNC(=O)c2cccnc2)cc1C,96.0,1.1,13.7,-6.0,-8.0,0.1,-5.1,-17.5,99.0
COc1ccccc1N1CCN(C(=O)c2ccc3c(c2)NC(=O)C(CSCc2ccccc2C)N3)CC1 (stereo not given),96.0,0.5,11.1,3.0,-61.6,6.4,-7.5,-19.1,101.0
CC1(N2CCOCC2)CC2(O)C(=[N+]1[O-])CCc1nonc12 (stereo not given),99.0,-0.7,0.3,6.0,3.6,-4.3,-3.7,-3.4,101.0
Oc1ccc(-n2nnnc2SCc2c(F)cccc2Cl)cc1,98.0,·,4.6,-4.0,-2.0,9.6,-4.1,-6.3,98.0
CCn1c2ccccc2c2cc(NC(=O)CSc3nnc(C4CC4)n3Cc3ccco3)ccc21,107.0,-2.7,29.3,2.0,-6.9,-43.6,2.2,-29.2,104.0
N#CCCn1cc(/C=N/O)c(-c2cccc([N+](=O)[O-])c2)n1,101.0,1.2,2.7,0.0,19.9,-7.5,-3.8,0.4,102.0
CCN1CCN(CC(=O)Nc2ccc(C)cc2C)C(=O)C1=O,107.0,0.2,-1.0,6.0,-9.3,3.4,1.6,-1.7,101.0
O=C(COC(=O)c1ccccc1NC(=O)c1ccco1)Nc1ccc2c(c1)OCO2,97.0,-0.9,-3.9,3.0,27.1,-8.2,4.4,-5.9,96.0
CC(=O)N(C)c1ccc(NS(=O)(=O)c2cccc3nsnc23)cc1,104.0,0.3,·,1.0,·,-7.8,-2.8,-2.6,104.0
O=[N+]([O-])/C(C(=C(Cl)Cl)N1CCOCC1)=C1\NCCO1,100.0,1.2,4.8,-3.0,34.5,-7.2,5.2,-0.8,99.0

# 5 compounds picked at random from the list so far:
canonical_smiles,MEKK2 WT-MEK5,OXTR agonist,NALP1 inh,MEKK2 mut-MEK5,PHOSPHO1 inh,M18AAP inhibitor,GPR7 antagonist,FID counter,MEKK3 PB1 HTS
CCN1CCN(CC(=O)Nc2ccc(C)cc2C)C(=O)C1=O,107.0,0.2,-1.0,6.0,-9.3,3.4,1.6,-1.7,101.0
CC1(N2CCOCC2)CC2(O)C(=[N+]1[O-])CCc1nonc12 (stereo not given),99.0,-0.7,0.3,6.0,3.6,-4.3,-3.7,-3.4,101.0
Cc1cc(C)nc(N2CCCC(C(=O)NCc3ccccc3F)C2)n1 (stereo not given),88.0,-0.1,6.5,-9.0,41.1,-11.0,-0.5,0.3,92.0
O=C(CCC(=O)N1CCCCC1)Nc1ccc(Cl)c(Cl)c1,109.0,1.1,19.8,4.0,-2.4,-15.7,-5.5,-15.8,107.0
Cc1ccc(C(=O)COC(=O)CCc2nc3ccccc3[nH]c2=O)cc1C,93.0,-1.6,15.6,-6.0,50.0,5.6,1.8,-2.2,94.0

# Source: PubChem
